SR-BI HDL uptake – blocks mouse SR-BI lipid uptake from DiI-HDL; inhibition, % at 12.5 µM; 320,000 compounds, 0.96% hits; ldlA[mSR-BI] CHO cells, DiI-HDL uptake fluorescence, 3 h;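 active = mean replicate inhibition of at least 70% and a set share of replicates each scoring 70 or more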;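 note: 0% = median of neutral control wells and 100% = median of positive control wells; values of inactives mirror those of a sister screen read the other way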
Target sequence (Q61009 whole entry, looked up): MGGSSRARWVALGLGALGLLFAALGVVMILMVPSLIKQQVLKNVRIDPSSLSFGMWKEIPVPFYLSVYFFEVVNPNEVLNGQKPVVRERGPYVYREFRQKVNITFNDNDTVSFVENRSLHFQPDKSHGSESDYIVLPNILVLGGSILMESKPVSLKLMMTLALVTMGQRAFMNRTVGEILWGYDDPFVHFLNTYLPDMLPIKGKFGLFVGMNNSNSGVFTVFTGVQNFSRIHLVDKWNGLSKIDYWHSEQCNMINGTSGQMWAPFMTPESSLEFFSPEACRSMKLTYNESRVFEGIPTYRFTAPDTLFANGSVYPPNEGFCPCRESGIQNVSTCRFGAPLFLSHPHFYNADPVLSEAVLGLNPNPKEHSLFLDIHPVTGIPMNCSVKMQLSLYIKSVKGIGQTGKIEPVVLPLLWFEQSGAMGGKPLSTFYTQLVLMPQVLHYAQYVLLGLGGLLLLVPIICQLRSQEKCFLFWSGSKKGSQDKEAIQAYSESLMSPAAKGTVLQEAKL
MITF act – increases MITF-driven TRPM1 promoter luciferase signal; activation, % at 12.5 µM; AID 588334; SK-MEL-5 TRPM1-promoter luciferase, 24 h; % of positive control, neutral wells = 0; 300,000 compounds, 0.75% hits;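 active = mean activation of at least 80% with every replicate also reaching 80%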;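 note: 0% = neutral control wells and 100% = parthenolide positive control wells; values of inactives mirror those of a sister screen read the other way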
CDK5 inh – blocks human CDK5/p35 kinase activity; Q00535+Q15078; Recombinant CDK5/p35, ADP-Glo luminescence, 60 min; inhibition, % at 10 µM; 330,000 compounds, 0.01% hits;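 active = highest replicate inhibition of at least 50% and at least 75% of replicates reaching 50%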;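 note: plate controls were DMSO neutral control for no effect and GW8510 at 10 µM for full effect; many of its hits are not listed in these tables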
RTF Ca sens act – cardiac RTF calcium sensitization | P19429+P45379 | activation, % at 7.2 µM | IANBD-labeled TnC RTF fluorescence at EC20 calcium; 0% EC20 calcium, 100% full calcium | 340,000 compounds, 0.24% hits;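 active = activation above the mean over all tested compounds plus 3 SD, cut at about 30% in these data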;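 note: rise in fluorescence read as greater calcium sensitivity of cardiac thin filaments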
PvdQ inh – P. aeruginosa PvdQ acylase inhibition | purified PvdQ acylase, fluorescence plate reader | inhibition, % at 10 µM | 340,000 compounds, 0.063% hits | AID 488965; in the data active = inhibition above about 30%, passing the limit was not always enough;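 note: 0% = vehicle neutral wells and 100% = reference inhibitor wells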
SR-BI DiI-HDL act – enhances SR-BI lipid uptake from DiI-HDL; CHO ldlA[mSR-BI] cells, DiI-HDL uptake fluorescence, 3 h; 100 = double the neutral-control signal; activation, % at 12.5 µM; 320,000 compounds, 0.096% hits; AID 504775;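 active = mean replicate activation of at least 60% and every replicate at or above 60%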;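 note: 0% = median plate neutral-control signal and 100% = twice that signal; values of inactives mirror those of a sister screen read the other way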
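Test system: SR-BI-overexpressing, LDLR-lacking CHO cells; Medium: Ham's F12 with 0.5% BSA, HEPES 25 mM, pH 7.4; Schedule: 3 h, 37 °C; Technique: bottom-read fluorescence, 550/595 nm.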
Rtt109 HAT inh – blocks Candida albicans Rtt109/Vps75 acetyltransferase activity; purified Rtt109/Vps75, ThioGlo CoA-SH fluorescence, 4 h; inhibition, % at 34.9 µM; Q5AAJ8; 330,000 compounds, 0.16% hits;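 active = inhibition of at least 50% in every replicate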
dFosB activator – mouse delta FosB homodimer activation | P13346 | purified delta FosB, TAMRA-CDK5 oligo fluorescence polarization; percent of positive-control signal above neutral wells | activation, % at 25 µM | 340,000 compounds, 0.99% hits | AID 493131;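 active = mean activation above about 17%, with every replicate also reaching it, limit read from the data, passing the limit was not always enough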;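 note: fluorescence polarization rise as delta FosB binds a TAMRA Cdk5 AP-1 oligo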
Target sequence (P13346 whole entry, looked up): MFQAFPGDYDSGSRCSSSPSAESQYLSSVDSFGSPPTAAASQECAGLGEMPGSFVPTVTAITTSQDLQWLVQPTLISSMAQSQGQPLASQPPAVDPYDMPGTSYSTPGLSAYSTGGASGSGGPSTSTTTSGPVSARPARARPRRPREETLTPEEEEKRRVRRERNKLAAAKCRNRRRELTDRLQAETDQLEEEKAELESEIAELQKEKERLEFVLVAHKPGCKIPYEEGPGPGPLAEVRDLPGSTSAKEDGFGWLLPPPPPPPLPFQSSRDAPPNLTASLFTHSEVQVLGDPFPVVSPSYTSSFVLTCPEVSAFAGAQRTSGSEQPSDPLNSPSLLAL
HTR5A ag ctr – HTR5A agonism, opioid heterodimer counter-screen; P47898; HTR5A agonist assay, luminescence, cell-based; activation, % at 9.3 µM; 340,000 compounds, 0.61% hits; AID 504692; in the data active = activation mostly above about 9.5%, no sharp cut-off; inactive = mostly below about 7.6%;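 note: 0% = cells with vehicle only and 100% = reference agonist; strong numbers were not always called active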
Wnt act – Wnt/beta-catenin pathway activation; Wnt/beta-catenin reporter cell assay, activator, plate reader; 300,000 compounds, 1.2% hits; activation, % at 9.35 µM; in the data active = activation above about 30%, passing the limit was not always enough;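 note: 0% = neutral control wells and 100% = positive control wells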
* hit, by the source's call; . = not tested or not shown. An unsorted share of the library; about 4.4% have a hit in one of these screens.

Fields: dFosB activator, SR-BI DiI-HDL act, RTF Ca sens act, PvdQ inh, SR-BI HDL uptake, MITF act, CDK5 inh, HTR5A ag ctr, Rtt109 HAT inh, Wnt act
1. CCCCC(=O)NC(=S)Nc1cc(C(=O)O)ccc1Cl
    -7, 41, 8, -4, -41, -1, -0.7, -1, -4, .
2. COc1ccccc1CN(C)C(=O)CNC(=O)c1cccc(Cl)c1
    -5, 10, -2, -4, -10, 1, 0.1, 0, -3, 2
3. COC(=O)c1ccc(C23CC4(C2)[C@H](CN(CC2CCCCC2)[C@@H]4c2ccccc2)C3c2ccc(Cl)nc2)cc1 (stereo not given in full)
    -2, 6, 2, 7, -6, 1, -0.6, 16, 5, -7
4. C=CCn1c(SCn2nnc3ccccc3c2=O)nnc1-c1ccc(Cl)cc1
    7, 19, 1, 6, -19, -11, -3.7, -4, 0, -12
5. CCC(C)(C)n1nnnc1C(c1cccnc1)N1CCC(Cc2ccccc2)CC1 (stereo not given)
    -17, 17, -7, -5, -17, -4, 1.0, -2, 1, -1
6. O=c1ccc(Cc2ccccn2)n[nH]1
    -1, 24, -1, 0, -24, -1, -1.1, 1, -6, 1
7. COc1ccc(C(=O)/C=C/Nc2ccc(NC(C)=O)cc2)cc1OC
    -9, -46, 0, -6, 46, 19, -0.7, -2, 3, .
8. CCCC/C=C/[C@H](c1ccccc1)[C@H](CO)Cc1cccnc1
    0, 6, -4, 10, -6, 0, -1.5, 7, 11, -5
9. Cc1cc(NC(=O)c2ccccc2O)nc(C)n1
    -12, 8, 0, 2, -8, -2, -1.6, -5, -3, 2
10. COc1ccc(CC2(CO)CCN(Cc3c(C)nn(C(C)C)c3C)CC2)cc1
    -9, 2, 4, -10, -2, -7, -0.5, -1, -14, 1
11. COc1ccc(N2CC(C(=O)N[C@@H](C)C(=O)NC(C)c3ccccc3)CC2=O)cc1 (stereo not given in full)
    5, -19, 0, -2, 19, 8, -2.9, 2, 0, -1
12. CCCNC(=O)CSc1nc2[nH]ncc2c(=O)[nH]1
    -14, 35, 3, -3, -35, 0, 1.4, -2, 3, -7
13. Cc1ccc(CN(C)C(=O)COc2ccc(S(=O)(=O)N3CCCC3)cc2[N+](=O)[O-])c(C)c1
    -5, -37, 4, -20, 37, -7, -6.4, 0, 4, -4
14. O=C(c1cc(-c2ccncc2)nc2ccccc12)N1CCN(Cc2ccccc2)CC1
    2, 1, -7, -1, -1, 11, 0.6, 0, 12, -6
15. O=C(CSCc1ccccc1Br)NC1CC1
    -14, -4, 5, -17, 4, -1, -1.0, 2, -10, .
16. CC(Oc1ccccc1)C(=O)NC1CC(C)(C)NC(C)(C)C1 (stereo not given)
    -5, -3, -9, 4, 3, 0, 0.6, -5, 5, -1
17. COc1ccccc1N1CCN(Cc2cc(=O)c(OCC#N)co2)CC1
    6, 22, -1, -9, -22, 0, 2.1, -3, -9, 1
18. Cc1nn(-c2ccc(C(=O)O)cc2)c(N)c1-c1ccccc1
    3, 34, 2, 19, -34, 59, 1.5, 2, -11, 20
19. O=C(Nc1ccc(Cl)cc1)N1CCN(Cc2ccc3c(c2)OCO3)CC1
    -12, -26, 5, 2, 26, -7, -0.8, 4, 14, 5
20. O=C1CC(N2CCN(c3nc4ccccc4s3)CC2)C(=O)N1Cc1cccs1 (stereo not given)
    -2, 23, -1, -5, -23, -1, -2.7, -2, -6, -3
21. O=C(CN1C(=O)c2ccccc2C1=O)Nc1cccc([N+](=O)[O-])c1
    11, 24, 4, -4, -14, -3, -0.1, -3, 7, -4
22. CCOc1ccc(NC(=O)CC2C(=O)N(c3cccc(OC)c3)C(=O)N2C(C)C)cc1 (stereo not given)
    -13, -11, 0, 5, 11, ., 1.6, -4, 14, 3
23. O=C(CCc1nnc(COc2ccccc2)o1)NCc1ccccc1
    -4, 28, 0, 9, -28, 1, -0.9, 4, 12, -1
24. O=C(NCCc1c[nH]c2ccccc12)C(=O)Nc1ccccc1
    -11, 21, 3, 1, -21, 58, -1.1, 9, -5, 24
25. CCOC(=O)c1sc2nc(CC(=O)OC)nc(NCc3ccc(Cl)cc3)c2c1C
    -16, -45, 4, -7, 45, 3, -2.5, 1, -4, -2
26. Cc1nc2ccc(Br)cn2c1C(=O)N/N=C\c1ccccc1[N+](=O)[O-]
    5, -12, ., -4, 12, 0, 0.1, ., -7, -1
27. CCC1CCCCN1C(=O)c1nn2cccnc2c1Cl (stereo not given)
    -6, 7, 1, 11, -7, 12, 0.0, 3, 4, 0
28. O=C(Nc1ccc(Oc2cccc(C(F)(F)F)c2)nc1)c1ccccc1
    -6, -17, -1, -2, 17, -3, 0.9, 0, -5, -9
29. Cc1cccc(OCCCC(=O)Nc2ccc(Cl)c(S(=O)(=O)N3CCOCC3)c2)c1
    -7, -1, -6, 1, 1, -29, -0.6, 0, 1, -5
30. CCOC(=O)c1c(NC(=O)c2ccc(Br)o2)sc2c1CCCC2
    -12, -10, -7, -14, 10, -12, 0.6, -4, 1, .

Among those listed so far, 3 have a nitro group on carbon.
Fields: dFosB activator, SR-BI DiI-HDL act, RTF Ca sens act, PvdQ inh, SR-BI HDL uptake, MITF act, CDK5 inh, HTR5A ag ctr, Rtt109 HAT inh, Wnt act
13. Cc1ccc(CN(C)C(=O)COc2ccc(S(=O)(=O)N3CCCC3)cc2[N+](=O)[O-])c(C)c1
    -5, -37, 4, -20, 37, -7, -6.4, 0, 4, -4
21. O=C(CN1C(=O)c2ccccc2C1=O)Nc1cccc([N+](=O)[O-])c1
    11, 24, 4, -4, -14, -3, -0.1, -3, 7, -4
26. Cc1nc2ccc(Br)cn2c1C(=O)N/N=C\c1ccccc1[N+](=O)[O-]
    5, -12, ., -4, 12, 0, 0.1, ., -7, -1

The list continues.
Fields: dFosB activator, SR-BI DiI-HDL act, RTF Ca sens act, PvdQ inh, SR-BI HDL uptake, MITF act, CDK5 inh, HTR5A ag ctr, Rtt109 HAT inh, Wnt act
31. NC(=O)NC(CC(=O)Nc1cccnc1)c1cccc(Br)c1 (stereo not given)
    -7, 4, -8, 11, -4, -11, -0.3, -4, 14, 1
32. N#C/C(=C\c1cccnc1)C(=O)Nc1ccc(O)cc1F
    -86, -25, 3, -22, 25, -5, -0.3, 0, -2, 0
33. C=CCc1cc(C=O)cc(OCC)c1O
    -8, 0, 2, -10, 0, -13, 0.7, 1, -9, 1
34. O=C(O)CC1=C(Nc2ccccc2)C(=O)N(c2ccccc2)C1c1ccc(F)cc1 (stereo not given)
    -9, -4, -6, -5, 4, 70, -0.3, 1, 6, -1
35. CCC1Oc2ccc(C)cc2N(Cc2cccc(C)c2)C1=O (stereo not given)
    1, -38, -1, 5, 38, 6, -1.6, 0, 4, 0
36. CC1(O)CC(C)(C)C(C#N)C(=O)N1 (stereo not given)
    3, 6, 0, -16, -6, -2, -1.3, 0, 0, 2
37. CCOC(=O)CC(NC(=O)CCc1c(C)nc2nc(C)nn2c1C)c1ccc(C)cc1 (stereo not given)
    -3, 29, 3, -17, -29, -8, 1.3, 10, -2, -6
38. CC(=O)NC(c1ccc(C(C)C)cc1)c1ccc2cccnc2c1O (stereo not given)
    -22, 17, -2, -19, -17, ., -0.2, -1, 1, 1
39. O=C(CC1(O)C(=O)Nc2ccc(Br)cc21)c1ccc2c(c1)OCO2 (stereo not given)
    0, -2, -2, -10, 2, ., -0.6, 0, -17, 9
40. CCOc1cccc(C(=O)Nc2cccnc2)c1
    -5, -1, 1, -16, 1, 14, 1.3, -2, 2, .
41. COc1ccccc1CNC(=O)CCS(=O)(=O)Cc1ccc(C)cc1
    -6, -3, -3, -10, 3, -6, 0.7, -1, 1, 0
42. COc1cc(-c2nc(-c3ccccc3)c(-c3cccs3)[nH]2)cc(OC)c1OC
    -3, -43, -5, -9, 43, 8, 0.9, 2, -7, .
43. COC(=O)CCN(c1ccccc1)S(=O)(=O)c1cc(-c2cc(C)no2)ccc1C
    -8, 6, 3, -5, -6, -1, 1.8, 0, -3, 0
44. CC(C)CCNC(=O)C(=O)Nc1ccc2c(c1)N(S(=O)(=O)c1cccs1)CCC2
    1, -38, -4, 11, 38, -8, 0.7, 2, 0, -1
45. COC(=O)C1=C(N)Oc2cc(C)n(Cc3ccco3)c(=O)c2C1c1cccc(Cl)c1 (stereo not given)
    -7, 20, 1, -21, -20, -6, -1.3, -3, 8, .
46. C=CCSc1ncc(C#N)c(N)n1
    4, 10, -2, -12, -10, -11, 0.8, -5, -12, .
47. O=c1c2ccccc2[nH]c(=S)n1CCc1ccccc1
    9, 2, 2, -17, -2, 18, -0.5, 8, 3, 17
48. Cc1ccc(-c2cc(C(F)F)n3ncc(C(=O)N4CCN(c5ccccn5)CC4)c3n2)cc1
    -1, -77, 4, -23, 78*, ., -10, 14, -2, -4
49. COc1ccc(C2/C(=C(\O)c3ccc4c(c3)OCCO4)C(=O)C(=O)N2Cc2ccco2)c(OC)c1 (stereo not given)
    -3, 0, 15, -7, 0, ., 0.0, -3, 19, 9
50. Cc1nc(NN)nc(NCc2ccccc2)n1
    -4, 10, -6, -7, -10, -2, -0.4, -9, -4, 1
51. COC(=O)/C=c1/s/c(=C(/C#N)C(=O)N2CCCCC2)n(-c2ccccc2)c1=O
    3, -4, 10, -5, 4, -5, -0.3, 7, -6, .
52. Cc1ccc(C(=O)NC2(C(F)(F)F)N=C3SCCN3C2=O)cc1 (stereo not given)
    -4, -9, -6, -8, 9, -6, -0.3, 3, -11, .
53. CCOC(=O)c1cnc(SCc2nc(N)nc(Nc3ccccc3)n2)nc1N
    35*, -24, -3, -11, 24, 49, 0.0, 5, -7, 0
54. CCOCCc1nnc(NC(=O)C2CC(=O)N(CCc3ccc(F)cc3)C2)s1 (stereo not given)
    1, 0, -9, 1, 0, -6, -0.6, 2, 7, 1
55. COc1cc(C(=O)Nc2ccc(N(C)C)cc2)c([N+](=O)[O-])cc1OC
    9, -17, 5, -8, 17, 7, 0.0, 2, 4, 22
56. CCOC(=O)C1=C(CC)OC(N)=C(C#N)C1c1ccsc1 (stereo not given)
    0, 2, 4, -11, -2, 14, -2.2, 4, 0, .
57. CC(C)OC(=O)CC1C(=O)NCCN1C(=S)NC(=O)CCc1ccccc1 (stereo not given)
    0, 22, -6, -15, -22, 19, 1.9, -3, -6, -1

Screening data as filed in PubChem BioAssay.
